pCIP destab: p/CIP protein destabilization | Q05BA5 | F442A p/CIP-EGFP cells, EGFP fluorescence, 16 h | decrease of EGFP signal, % at 10 µM | hit rate 0.01% among 290,000;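 active means EGFP signal decrease of at least 30% at 10 µM or well 3 SD below plate mean, unless failing retest; inactive means the rest, including hits failing retest or dose response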; further: some compounds called inactive have numbers as strong as hits; many of its hits are not listed in these tables
Target sequence (Q05BA5 1-1403): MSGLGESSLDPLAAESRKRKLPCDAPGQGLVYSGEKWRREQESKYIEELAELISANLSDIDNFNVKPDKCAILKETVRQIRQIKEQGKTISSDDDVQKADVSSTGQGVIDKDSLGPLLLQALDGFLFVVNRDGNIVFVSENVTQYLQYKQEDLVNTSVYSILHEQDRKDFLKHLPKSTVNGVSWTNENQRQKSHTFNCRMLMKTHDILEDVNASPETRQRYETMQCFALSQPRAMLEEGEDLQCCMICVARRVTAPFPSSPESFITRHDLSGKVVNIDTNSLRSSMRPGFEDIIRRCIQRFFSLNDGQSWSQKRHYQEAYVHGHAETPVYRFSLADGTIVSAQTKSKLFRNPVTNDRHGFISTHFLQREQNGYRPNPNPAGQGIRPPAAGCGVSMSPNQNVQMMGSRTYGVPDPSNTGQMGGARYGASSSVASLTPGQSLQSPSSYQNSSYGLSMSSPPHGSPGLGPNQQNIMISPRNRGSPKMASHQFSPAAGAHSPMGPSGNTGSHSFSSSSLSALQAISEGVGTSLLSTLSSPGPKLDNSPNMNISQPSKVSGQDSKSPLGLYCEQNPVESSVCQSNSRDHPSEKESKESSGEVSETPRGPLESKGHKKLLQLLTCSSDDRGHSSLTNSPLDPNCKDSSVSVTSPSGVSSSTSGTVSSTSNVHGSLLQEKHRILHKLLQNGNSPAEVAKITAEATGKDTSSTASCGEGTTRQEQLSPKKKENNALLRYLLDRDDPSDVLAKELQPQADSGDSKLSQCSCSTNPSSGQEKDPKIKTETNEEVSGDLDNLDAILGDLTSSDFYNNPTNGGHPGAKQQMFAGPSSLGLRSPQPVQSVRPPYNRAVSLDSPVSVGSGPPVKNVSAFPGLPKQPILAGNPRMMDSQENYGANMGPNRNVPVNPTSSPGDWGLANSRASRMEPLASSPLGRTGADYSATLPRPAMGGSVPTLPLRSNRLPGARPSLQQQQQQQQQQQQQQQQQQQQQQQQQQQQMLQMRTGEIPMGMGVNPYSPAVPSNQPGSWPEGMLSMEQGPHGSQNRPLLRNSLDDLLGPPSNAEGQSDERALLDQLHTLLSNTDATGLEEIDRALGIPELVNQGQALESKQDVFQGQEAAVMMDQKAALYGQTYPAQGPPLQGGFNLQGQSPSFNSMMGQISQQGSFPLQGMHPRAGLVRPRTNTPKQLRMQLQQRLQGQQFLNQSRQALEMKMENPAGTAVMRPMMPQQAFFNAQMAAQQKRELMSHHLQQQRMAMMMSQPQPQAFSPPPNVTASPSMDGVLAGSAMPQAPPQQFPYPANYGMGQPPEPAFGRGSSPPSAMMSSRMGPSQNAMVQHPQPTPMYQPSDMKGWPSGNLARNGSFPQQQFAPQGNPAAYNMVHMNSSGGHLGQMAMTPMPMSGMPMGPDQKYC
NS3 helicase inh: inhibitors of Hepatitis C virus NS3 helicase; NS3 helicase DNA unwinding, Cy5 molecular beacon fluorescence; inhibition, % at 10.9 µM; hit rate 0.56% among 290,000; AID 1800;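 active means inhibition above the mean of all tested compounds plus 3 SD, set per campaign, cut at about 35% in these data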;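 further: 0% = DMSO wells and 100% = thioflavine S control wells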
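System: NS3 helicase fragment of HCV / Schedule: 1 h at 25 °C / Control set: DMSO alone as 0% and 110 µM thioflavine S as 100% / Reagent: Cy5/quencher beacon DNA duplex and ATP to start / Technique: Cy5 fluorescence / Replication: singlicate / Evaluation: % inhibition of end-to-start signal ratio versus controls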
IDE inh: inhibitors of human insulin-degrading enzyme in cells; P14735; HEK cells, FAbetaB cleavage, fluorescence polarization; inhibition, % at 5.59 µM; hit rate 0.41% among 320,000;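 active means percent inhibition above the average of all tested compounds plus 3 SD, set per screening campaign, cut at about 16% in these data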;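 further: IDE supplied by intact live HEK cells; FP after avidin binding of uncleaved biotin substrate so inhibition keeps polarization high; 0% = DMSO wells and 100% = 60 µM reference IDE inhibitor Ii1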
SUMO HTRF inh: SUMOylation inhibition | P63279 | HTRF SUMOylation assay, SAE1/SAE2 + UBC9, in vitro | inhibition, % at 35 µM | hit rate 0.36% among 290,000 | AID 2006; in the data active means inhibition above about 50%, passing the limit was not always enough; further: strong numbers were not always called active
VIM-2 inh: inhibitors of Pseudomonas aeruginosa VIM-2 metallo-beta-lactamase | purified VIM-2, nitrocefin hydrolysis, epi-absorbance fluorescence | inhibition, % at 5.6 µM | hit rate 0.89% among 290,000 | AID 1527;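 active means inhibition above the mean of all tested compounds plus 3 SD, cutoff set per screening run, cut at about 7.5% in these data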;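 further: red hydrolysis product quenches plate fluorescence so inhibitors raise well fluorescence; 0% = enzyme with DMSO and 100% = DMSO without enzyme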
M18AAP inhibitor: blocks P. falciparum M18 aspartyl aminopeptidase. recombinant PfM18AAP, H-Glu-NHMec fluorogenic cleavage. inhibition, % at 7.35 µM. hit rate 1.2% among 290,000;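 active means inhibition above the campaign mean inhibition over all tested compounds plus 3 SD, cut at about 28% in these data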;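 further: 0% = plate median of test compound wells and 100% = 2 mM ZnCl2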
DNA FID counter: displaces DNA intercalator in HCV helicase counter-screen | inhibition, % at 7.9 µM | DNA fluorescent intercalator displacement, fluorescence | hit rate 0.17% among 290,000 | AID 1845; in the data active means inhibition above about 37%;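 further: 0% = vehicle and 100% = reference compound; higher means more ethidium bromide displaced from hairpin DNA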
IMP-1 inhibitor: inhibitors of Pseudomonas aeruginosa IMP-1 metallo-beta-lactamase; purified IMP-1, nitrocefin hydrolysis, epi-absorbance fluorescence; inhibition, % at 5.6 µM; hit rate 0.45% among 290,000;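 active means inhibition above the mean plus 3 SD of all compounds in the same screening run, cut at about 4.5% in these data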;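 further: 0% = IMP-1 with DMSO and 100% = DMSO wells lacking enzyme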
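System: purified IMP-1; amount: IMP-1 0.2 nM before substrate addition; compound: single dose, 5.6 µM; times: 25 °C, 15 min preincubation, 25 min reaction; signal: Epi-absorbance via hydrolysed-nitrocefin quenching of white-plate fluorescence, 480/530 nm, EDTA stop; benchmarks: DMSO with and without IMP-1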
IDE act: boosts human insulin-degrading enzyme activity in HEK cells | P14735 | FAbeta-B cleavage, fluorescence polarization; 0% vehicle, 100% cell-free pure enzyme wells | activation, % at 5.96 µM | hit rate 0.073% among 340,000 | AID 493087;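 active means activation above the mean of all tested compounds plus 3 SD, set per screening campaign, cut at about 17% in these data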
Active calls of the source: *; . = no result given.

SMILES	pCIP destab	NS3 helicase inh	IDE inh	SUMO HTRF inh	VIM-2 inh	M18AAP inhibitor	DNA FID counter	IMP-1 inhibitor	IDE act
O=c1oc2c(CN3CCOCC3)c(O)c(Cl)cc2c2c1CCC2	3	13	.	30	4.5	6	-8	1.8	-2
CCOC(=O)C1(Cc2cccc(OC)c2)CCN(Cc2csc(C(C)=O)c2)CC1	-9	1	-12	-13	-4.5	-3	9	-4.2	7
Cc1nc(-c2ccccn2)nc(N(C)c2ccccc2)c1Cl	-15	-12	-2	6	21*	12	-35	-5.6	4
Brc1cccc(CNCC2CCCO2)c1 (stereo unspecified)	2	-7	3	-1	-0.4	1	3	-1.4	-2
O=C(O)c1ccc2c3c(ncnc13)-c1ccccc1C2=O	-32	-3	-3	17	3.6	2	0	-1.9	.
Cc1cc(=O)oc(C)c1C(=O)N[C@@H]1CCCCNC1=O	-15	-3	-6	16	-1.2	2	-3	-4.3	-1
COc1ccc(CN(C(=O)CSc2nnc(-c3ccccc3C)o2)c2ccc(F)cc2)cc1	3	6	6	-10	-2.0	-1	-24	-3.8	2
CNCc1ccccc1Sc1ccc(OC)c(OC)c1	-9	-3	8	36	1.6	-8	8	-3.4	4
COc1ccc(NC(=O)Cc2c(C(=O)O)n(C)c3ccccc23)cc1OC	6	-10	4	8	-3.7	1	-26	-2.8	7
CCOC(=O)C1CCN(C(=O)c2cccnc2)CC1	3	5	-2	2	-3.0	7	3	-3.7	5
O=c1c2ccccc2nc(/C=C/c2ccc(Cl)cc2)n1CCO	-18	-5	7	-15	-1.9	-2	-12	-4.1	-6
CCOc1ccccc1NC(=O)c1cc(C(=O)Nc2ccccc2OCC)cc(N2C(=O)CCC2=O)c1	-4	0	-3	2	0.7	-7	0	-4.2	-1
CCOc1ccc(C)cc1S(=O)(=O)NC1CCCCCC1	-6	-3	2	0	-2.8	6	-33	-2.2	8
Cc1nc2ccccc2c(=O)n1N	-3	-4	0	22	-1.3	-3	2	-3.1	-2
O=C(NNC(=O)c1ccccc1O)c1ccco1	-8	-2	-1	13	-3.5	19	0	-2.7	10
Cc1cc(NC(=O)Cn2cnc3c(cnn3C(C)(C)C)c2=O)no1	-9	-3	5	-9	-2.0	2	-7	-3.4	0
Cc1cc(NC(=O)C(C)Oc2ccc(C(C)(C)C)cc2)no1 (stereo unspecified)	2	1	1	0	-1.6	3	-33	-1.9	-1
Cc1ccccc1NC(=O)CC(=O)c1ccccc1	-6	1	-3	3	-1.8	-6	0	-0.7	5
C=CCn1c(SCC(=O)O)nnc1-c1cccc(Cl)c1	-4	-2	-10	1	0.4	-7	-3	-5.1	-1
CC(=O)Nc1ccc(NC(=O)C2CCCN2C(=O)Nc2ccc(F)c([N+](=O)[O-])c2)cc1 (stereo unspecified)	-3	-11	-1	7	-2.4	2	-1	-1.4	-6
COC(=O)c1cc(NC2c3ccccc3C(=O)N2c2cccnc2)cc(C(=O)OC)c1 (stereo unspecified)	0	-2	-1	1	-5.3	5	-22	-4.3	6
Cc1ccc(S(=O)(=O)N(C)c2ccc(OCC(=O)Nc3nc(-c4ccccc4)cs3)cc2)cc1	-9	5	2	-2	-1.5	-9	-5	-3.3	3
Cc1ccc(OCC(=O)O/N=C(\N)c2cccc([N+](=O)[O-])c2)cc1C	-9	-7	0	-2	-1.7	-1	2	-1.6	2
CCn1c(COc2ccc(C(C)C)cc2)nnc1SCC(=O)Nc1nccs1	-24	1	6	6	-3.5	1	-9	-2.5	4
NC(=O)c1ccsc1N	-4	0	3	4	-1.4	20	-4	4.4	.
Going on with the list:
SMILES	pCIP destab	NS3 helicase inh	IDE inh	SUMO HTRF inh	VIM-2 inh	M18AAP inhibitor	DNA FID counter	IMP-1 inhibitor	IDE act
COc1cccc(C(CC(=O)Nc2cccc3ccccc23)NC(=O)c2ccccc2)c1 (stereo unspecified)	-1	4	-1	28	-3.0	0	-21	-2.5	2
COc1cc(OC)c(OC)cc1CN1CCCC(C(=O)c2ccc3c(c2)OCO3)C1 (stereo unspecified)	-14	0	-1	24	-2.8	-2	17	-3.0	2
Cc1ccc(-n2ncc3c(=O)[nH]c(SCC(=O)N4CCN(c5ccccc5)CC4)nc32)cc1	2	-2	4	6	-1.2	-2	-2	-2.6	2
CN(C(=O)CC1C(=O)NCCN1Cc1ccccc1C(F)(F)F)C1CCOCC1 (stereo unspecified)	-14	-3	5	6	1.2	1	-25	-3.8	7
O=C1CSC(c2ccccn2)N1c1ccc(Br)cc1 (stereo unspecified)	7	-5	-5	-3	-1.2	-3	-4	-1.0	5
CCNC(=S)N/N=C(\C)c1ccc(Cl)s1	6	-3	1	-2	-4.8	-1	-7	-4.4	-2
Cc1ccc(OCC(=O)Nc2ccc3c(c2)OCO3)c([N+](=O)[O-])n1	-4	4	-1	-4	0.2	-8	-7	-3.6	6
C=CCn1c(CSc2nc3ccccc3s2)nnc1SCC(=O)NCc1ccco1	-5	17	11	27	-1.5	2	-37	-2.3	-6
Cc1ccc(NC(=O)Nc2ccc3c(c2)N(C)C(=O)CS3)nc1	-3	-14	-1	29	-1.6	-11	-7	-0.7	10
CC1(C)Cc2c(c(-c3ccccc3)nc(N3CCCC3)c2C(N)=O)CO1	-14	-2	6	26	-2.7	-3	-12	-1.9	5
CCOC(=O)C(=CNc1ccc(C)cc1C)C(=O)OCC	-6	3	2	6	-0.8	-6	-6	0.3	2
CN1CCN(C(=O)c2cc3ccccc3oc2=O)CC1	-8	17	8	9	-1.8	6	-3	-2.4	2
CN(C)C(=O)c1cn(-c2ccc(Cl)cc2)c(=O)c2ccccc12	4	2	3	-3	-1.9	-8	-2	-4.0	-3
Clc1ccccc1C1Nc2cccc3cccc(c23)N1	-3	12	-9	43	3.1	16	-9	2.3	5
Cc1ccc(CNCC(O)(c2ccccc2)c2ccccc2)cc1	-10	-32	1	8	0.2	-12	10	-1.9	-1
COc1ccccc1N1CCN(C(=O)CCSCc2ccccc2F)CC1	-1	-1	1	0	-1.6	2	-43	-2.6	5
CC(=O)c1cccc(NC(=O)CCCNC(=O)c2ccc(Cl)cc2)c1	-13	5	-5	15	-0.8	-1	-15	-2.2	-2
CN(C(=O)COc1ccccc1)c1nnc(-c2ccncc2)s1	13	-2	-1	-22	-2.2	7	-3	-2.5	-3
COc1ccc2c(c1)c(=O)oc1c(C)c(OCc3cc(C(=O)O)oc3C)ccc12	-9	12	0	70*	-3.6	4	-14	-3.2	4
Cc1cc(C)c(C)c(S(=O)(=O)N2CCCCC2C(=O)O)c1C (stereo unspecified)	5	-9	0	9	-1.4	-7	-26	-1.1	7
COc1ccc(S(=O)(=O)N/N=C\c2ccc3c(c2)OCO3)c(OC)c1	-16	-8	.	8	-2.4	0	-15	-1.9	-3
CSc1ccc(C(=O)/C=C/c2ccc(N)cc2)cc1	-16	-25	-2	4	-3.0	5	4	-2.7	0
COc1ccccc1N1CCN(C2CCCN(S(=O)(=O)c3ccc(C)cc3)C2)CC1 (stereo unspecified)	2	-3	14	8	-2.3	3	-6	-1.6	-4
Cc1cc(C)c[n+](CC(=O)c2ccc(NC(=O)c3ccccc3)cc2)c1	6	-26	4	9	-4.1	5	11	-3.8	-2
O=C(Nc1ccccc1)c1cnc2ccccc2n1	-3	6	2	2	-3.8	-3	7	-3.5	0

14 compounds from above, ordered by molecular weight, high to low:
SMILES	pCIP destab	NS3 helicase inh	IDE inh	SUMO HTRF inh	VIM-2 inh	M18AAP inhibitor	DNA FID counter	IMP-1 inhibitor	IDE act
CC(=O)Nc1ccc(NC(=O)C2CCCN2C(=O)Nc2ccc(F)c([N+](=O)[O-])c2)cc1 (stereo unspecified)	-3	-11	-1	7	-2.4	2	-1	-1.4	-6
CCOC(=O)C1(Cc2cccc(OC)c2)CCN(Cc2csc(C(C)=O)c2)CC1	-9	1	-12	-13	-4.5	-3	9	-4.2	7
COc1ccccc1N1CCN(C(=O)CCSCc2ccccc2F)CC1	-1	-1	1	0	-1.6	2	-43	-2.6	5
CC1(C)Cc2c(c(-c3ccccc3)nc(N3CCCC3)c2C(N)=O)CO1	-14	-2	6	26	-2.7	-3	-12	-1.9	5
Cc1ccc(OCC(=O)Nc2ccc3c(c2)OCO3)c([N+](=O)[O-])n1	-4	4	-1	-4	0.2	-8	-7	-3.6	6
Cc1cc(NC(=O)Cn2cnc3c(cnn3C(C)(C)C)c2=O)no1	-9	-3	5	-9	-2.0	2	-7	-3.4	0
O=c1c2ccccc2nc(/C=C/c2ccc(Cl)cc2)n1CCO	-18	-5	7	-15	-1.9	-2	-12	-4.1	-6
CN(C(=O)COc1ccccc1)c1nnc(-c2ccncc2)s1	13	-2	-1	-22	-2.2	7	-3	-2.5	-3
Cc1ccc(CNCC(O)(c2ccccc2)c2ccccc2)cc1	-10	-32	1	8	0.2	-12	10	-1.9	-1
Cc1cc(NC(=O)C(C)Oc2ccc(C(C)(C)C)cc2)no1 (stereo unspecified)	2	1	1	0	-1.6	3	-33	-1.9	-1
CCOC(=O)C(=CNc1ccc(C)cc1C)C(=O)OCC	-6	3	2	6	-0.8	-6	-6	0.3	2
CNCc1ccccc1Sc1ccc(OC)c(OC)c1	-9	-3	8	36	1.6	-8	8	-3.4	4
Cc1ccccc1NC(=O)CC(=O)c1ccccc1	-6	1	-3	3	-1.8	-6	0	-0.7	5
Cc1nc2ccccc2c(=O)n1N	-3	-4	0	22	-1.3	-3	2	-3.1	-2

More results follow:
SMILES	pCIP destab	NS3 helicase inh	IDE inh	SUMO HTRF inh	VIM-2 inh	M18AAP inhibitor	DNA FID counter	IMP-1 inhibitor	IDE act
O=C1C(=O)N(CCCc2ccccc2)c2ccccc21	-2	5	-2	17	0.0	18	-3	-2.0	5
C/C=C/c1ccc(OCCN2CCc3ccccc3C2)c(OC)c1	3	-14	3	-9	-1.3	1	10	-1.6	3
C/C(=N\Nc1ccccc1C(=O)O)c1ccncc1	-30	-1	-1	11	-1.2	8	-1	-2.2	9
N#CCC(=O)N1CCCCCC1	-2	-7	-3	-5	1.6	4	0	-1.0	-2
O=C(Nc1ccc(S(=O)(=O)NCc2ccco2)cc1)c1cccc(F)c1	-5	1	5	-3	-4.7	1	-5	-2.7	5
COc1ccc(-c2cc(C(=O)NN)n(-c3ccccc3)n2)cc1	9	-18	7	-18	-1.6	5	-23	-0.7	8
CCOc1ccc(NC(=O)CNS(=O)(=O)c2c(C)cc(C)cc2C)cc1	-12	-2	9	-8	-1.4	-1	-31	-3.1	2
COc1ccc(CCC(=O)Nc2ccc3c(c2)OCCO3)cc1	11	4	-1	-11	-3.8	-1	0	-1.6	1
CC(=O)Nc1cccc2c1C(=O)N(c1cccc(OC(C)=O)c1)C2=O	-6	-13	8	13	1.7	-5	1	-2.1	-2
CCOC(=O)c1c(NC(=O)CC)sc(C(=O)N2CCCCC2)c1C	8	8	10	10	-2.9	1	-35	-3.2	5
CCn1c(Cn2nnc(-c3ccccc3)n2)nnc1SCC(=O)N1CCOCC1	3	-3	10	-3	-2.4	1	-16	-2.6	5
